# Compound activity deposited in PubChem by The Scripps Research Institute Molecular Screening Center.
# PLCg1 inh = PLC-gamma1 enzyme inhibitors, primary screen, biochemical, fluorescence, purified enzyme; 1-phosphatidylinositol 4,5-bisphosphate phosphodiesterase gamma-1 (Homo sapiens), P19174; fluorogenic substrate; inhibition, % at 12.2 µM; 0.84% of 370,000 active; AID 720700, 2013; in the data active means inhibition above about 9.5%
# ADAM10 inh = human ADAM10 inhibitors, primary screen, biochemical, QFRET, HTS | inhibition, % at 7 µM | Disintegrin and metalloproteinase domain-containing protein 10 (Homo sapiens), O14672 | AID 720582, 2013 | recombinant ADAM10, EDANS/DABCYL FRET peptide cleavage, 3 h | 0.62% of 370,000 active;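 active means inhibition above a per-campaign cutoff equal to the mean of compounds falling between control-based bounds plus 3 SD, cut at about 20% in these data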;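 further: 0% = DMSO wells while the 100% control is not disclosed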
# ADAM17 inh = ADAM17 inhibitors, primary screen, biochemical, QFRET; Disintegrin and metalloproteinase domain-containing protein 17 (Homo sapiens), P78536; recombinant ADAM17, EDANS/DABCYL FRET peptide cleavage; inhibition, % at 6.95 µM; 0.83% of 370,000 active;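 active means inhibition above the mean of compounds lying between control limits plus 3 SD, set per campaign, cut at about 8.5% in these data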;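 further: 0% = DMSO-only wells as the low control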
# TDP2 inh = human TDP2 enzyme inhibitors, primary screen, biochemical, epi absorbance, recombinant enzyme. 0.34% of 370,000 active. T5PNP hydrolysis, p-nitrophenol absorbance 415 nm. Tyrosyl-DNA phosphodiesterase 2 (Homo sapiens), O95551. inhibition, % at 12.8 µM. AID 720702, 2013;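 active means inhibition above the mean of all tested compounds plus 3 SD, set per campaign, cut at about 25% in these data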;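 further: 0% = DMSO with enzyme and 100% = buffer with substrate but no TDP2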
# Target sequence (O95551 whole entry, looked up): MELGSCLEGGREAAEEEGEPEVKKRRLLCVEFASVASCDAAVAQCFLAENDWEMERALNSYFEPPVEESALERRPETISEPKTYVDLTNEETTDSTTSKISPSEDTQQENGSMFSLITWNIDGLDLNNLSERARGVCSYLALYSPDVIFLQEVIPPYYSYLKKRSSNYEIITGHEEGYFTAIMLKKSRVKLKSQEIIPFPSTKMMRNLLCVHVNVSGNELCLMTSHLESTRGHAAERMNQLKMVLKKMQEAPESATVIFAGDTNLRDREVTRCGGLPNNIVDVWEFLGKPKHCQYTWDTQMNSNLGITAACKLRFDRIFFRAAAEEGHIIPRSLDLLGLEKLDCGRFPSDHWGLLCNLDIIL
#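 System: recombinant human TDP2 / Amount: 120 nM TDP2 per well / Also added: 5 mM T5PNP chromogenic substrate / Doses: 12.8 µM single point, 1% DMSO / Incubation: 2 h at 37 °C / Detection: p-Nitrophenol epi absorbance / Evaluation: % inhibition relative to enzyme-containing and enzyme-free wells / Repeats: singlicate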
# ARFGAP1 inh = inhibitors of rat ARFGAP1 GAP activity, primary screen, biochemical, fluorescence polarization, GDP tracer. ADP-ribosylation factor GTPase-activating protein 1 (Rattus norvegicus), Q62848. Arfgap1-stimulated ARF1 GTP hydrolysis, GDP FP detection. inhibition, % at 16.5 µM. 0.26% of 360,000 active. AID 651572, 2012;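 active means inhibition above a per-plate limit, mean inhibition of low control wells plus 3 SD, cut at about 25% in these data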;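 further: 0% = DMSO wells with enzyme and 100% = wells lacking Arfgap1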
#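 Replicates: Single well per compound | Assay system: Truncated rat Arfgap1 GAP domain | Control set: No-Arfgap1 wells (100%) versus DMSO full-reaction wells (0%) | Times: Enzyme reaction 120 min at 25 °C after 20 min preincubation | Reagent: Human ARF1(Δ1-17)-GTP substrate | Measured by: Tracer-displacement fluorescence polarization with EDTA stop, 620/688 nm | Measure: Percent inhibition of Arfgap1-stimulated GTP hydrolysis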
# ASAP1 GAP inh = inhibitors of human ASAP1 ArfGAP activity, primary screen, biochemical, fluorescence polarization | ASAP1-stimulated ARF1 GTP hydrolysis, GDP FP detection | inhibition, % at 16.5 µM | 0.19% of 360,000 active | AID 624377, 2012; in the data active means inhibition above about 25%;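 further: 0% = vehicle with enzyme and substrate and 100% = no enzyme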
# Target sequence (Q9ULH1 325-724 limits assumed): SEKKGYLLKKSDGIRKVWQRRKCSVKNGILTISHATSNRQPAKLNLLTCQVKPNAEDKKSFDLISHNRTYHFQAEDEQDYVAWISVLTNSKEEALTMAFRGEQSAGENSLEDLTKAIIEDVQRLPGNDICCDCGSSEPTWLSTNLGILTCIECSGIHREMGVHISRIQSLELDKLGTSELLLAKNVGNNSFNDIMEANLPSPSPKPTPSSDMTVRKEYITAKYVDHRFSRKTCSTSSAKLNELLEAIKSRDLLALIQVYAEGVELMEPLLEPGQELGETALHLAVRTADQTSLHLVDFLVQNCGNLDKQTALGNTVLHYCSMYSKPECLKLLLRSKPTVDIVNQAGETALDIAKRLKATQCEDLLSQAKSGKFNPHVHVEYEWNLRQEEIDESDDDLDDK
# DDE Tn6 FP inh = inhibitors of Tn6 peptide binding to fibrin DD(E), primary screen, biochemical, fluorescence polarization, human fibrin, Tn6 probe | Fibrinogen beta chain (Homo sapiens), P02675 | Fibrin DD(E) TRITC-Tn6 fluorescence polarization displacement | inhibition, % at 8.3 µM | 0.21% of 370,000 active | AID 720509, 2013;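 active means inhibition above a per-campaign cutoff: mean of compounds within control limits plus 3 SD, cut at about 15% in these data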;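 further: 0% = median of all compound wells on the plate and 100% = blocking peptide control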
# LEDGF integ inh = blockers of LEDGF/p75-dependent integrase strand transfer – biochemical, TR-FRET, high throughput, primary screen. 0.64% of 370,000 active. AID 743269, 2014. TR-FRET IN-LEDGF/p75 DNA integration, Eu/Cy5. HIV-1 integrase (with human LEDGF/p75). inhibition, % at 3.7 µM;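 active means inhibition above the screen-wide mean plus 3 SD, cut at about 13% in these data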;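 further: signal is the Cy5 over europium emission ratio at 671 and 618 nm; 0% = plate median of compound wells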
# KLK7 zymogen act = proKLK7 zymogen activators, primary screen, biochemical, fluorescence intensity; Kallikrein-7 (Homo sapiens), P49862; purified proKLK7, EDANS-DABCYL substrate fluorescence; 100% is mature enzyme control, 0% vehicle; activation, % at 7 µM; 0.9% of 370,000 active; AID 652039, 2013;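 active means activation above the mean of all tested compounds plus 3 SD, computed per campaign excluding outliers beyond control limits, cut at about 13% in these data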
# Target sequence (P49862 whole entry, looked up): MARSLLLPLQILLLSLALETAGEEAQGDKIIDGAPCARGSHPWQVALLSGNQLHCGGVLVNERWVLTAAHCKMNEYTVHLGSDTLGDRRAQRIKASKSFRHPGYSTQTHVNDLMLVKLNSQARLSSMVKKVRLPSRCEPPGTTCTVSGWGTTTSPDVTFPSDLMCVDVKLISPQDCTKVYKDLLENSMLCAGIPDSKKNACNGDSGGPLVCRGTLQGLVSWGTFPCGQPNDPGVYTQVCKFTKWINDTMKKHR
# DDE Tn7 FP inh = inhibitors of Tn7 peptide binding to fibrin DD(E), primary screen, biochemical, fluorescence polarization, human fibrin, Tn7 probe | 0.13% of 370,000 active | inhibition, % at 8.3 µM | FP displacement of FITC-Tn7 peptide from fibrin DD(E); 0% = median of compound wells per plate | AID 720508, 2013;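 active means inhibition above the mean of compounds falling within the control limits plus 3 SD of them, cut at about 14% in these data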;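 further: 0% = plate median of compound wells and 100% = 10 µM Aha-Tn7 peptide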
#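 System: human fibrin DD(E); quantity: Fibrin-DD(E) at 2 µM final; also added: fluorescent Tn7 probe at 0.1 µM; compound dosing: single nominal test concentration of 8.3 µM per compound; schedule: 10 min preincubation, 3 h with tracer, room temperature; detection: fluorescence polarization of the labelled Tn7 tracer; repeats: one replicate per compound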
# * hit, by the source's call; i = inactive.
SMILES,PLCg1 inh,ADAM10 inh,ADAM17 inh,TDP2 inh,ARFGAP1 inh,ASAP1 GAP inh,DDE Tn6 FP inh,LEDGF integ inh,KLK7 zymogen act,DDE Tn7 FP inh
Cc1ccc2c(c1)C1CN(C)CCC1N2C(=O)COc1ccc(N(C)C(=O)c2ccccc2)cc1 (stereo not drawn),3,-4,1,-15,2,1,-6,7,0.1,-3
COc1ccc2[nH]c(C(=O)NCCCN3CCCC3=O)c(C)c2c1,-105,-202,-61,-20,2,-7,-6,-3,4.0,-6
Clc1ccc(C2[C@H]3CN(Cc4ccc(-c5ccccc5)cc4)[C@H](c4ccccc4)C34CC2(c2ccccc2)C4)cn1 (stereo partly drawn),1,3,1,0,11,0,8,1,0.4,4
COc1ccc2ccc(=O)oc2c1CC(=O)C(C)C,-33,-402,-102,-4,8,2,8,-3,3.5,0
Cc1cccc(-n2c(CNC(=O)c3ccccc3)nnc2SCC(=O)Nc2nccs2)c1,-5,-9,-1,11,8,-7,0,-1,0.3,5
Cc1nc2ccccc2n1CC(=O)N/N=C\C=C\c1ccccc1,1,-2,-2,4,-8,6,-2,0,-0.2,-6
COC(=O)[C@@H](Cc1ccccc1)NC(=O)[C@H]1O[C@@H](n2cnc3c(=O)[nH]c(N)nc32)[C@H](O)[C@@H]1O,3,4,2,7,-1,14,7,3,0.2,12
CCN(CC)CCNC(=O)C1CCC(=O)N1CCc1ccccc1 (stereo not drawn),1,5,-2,4,-1,1,-8,-1,0.3,1
O=C(CNC(=O)OCc1ccccc1)NC1CCCCCCC1,10*,4,2,-20,2,9,1,3,-0.7,-5
Cc1ccc(C(=O)CN2C(=O)C(C)Oc3ccccc32)cc1 (stereo not drawn),4,-7,-3,5,3,2,0,-2,0.2,-4
Cc1ccc(S(=O)(=O)N2CCOCC2)cc1C(=O)NCC1CCCO1 (stereo not drawn),2,1,2,-2,5,10,4,1,0.5,-11
Cc1ccc(-c2nc3ccc(Cl)cn3c2Cc2ccccc2)cc1,-5,-26,-2,-2,-6,-10,7,3,-0.1,1
Cc1ccc(S(=O)(=O)N2CCOCC2)cc1NC(=O)CSc1nc(N)cc(N)n1,-3,-1,-7,-1,-1,6,-8,-6,-0.2,-1
CC(=O)Nc1ccc(N2CCOCC2)c(Cl)c1,0,3,0,5,-13,-5,-8,-3,0.0,0
Cc1cc2c(NCCc3ccccc3)ncnc2s1,-2,-5,-1,10,-5,-5,-5,-1,0.2,-4
Cc1ccc(SCC(=O)OCC(=O)NC2CCCCCCC2)cc1,-2,-2,0,3,11,2,-5,-2,0.3,1
CC(=O)N(Cc1cc(=O)[nH]c2ccccc12)c1cccc(C)c1,4,-5,-1,-11,11,8,2,1,-0.4,-3
CCN(CC)CCCN=C1N[C@@H](c2cccc(F)c2)C(C(=O)OC)=C(C)N1Cc1ccccc1,1,1,-2,1,-8,-4,0,-1,0.3,3
CCOc1cccc(C(=O)NC(=S)Nc2cccc(C)c2)c1,-112,11,1,-9,3,-5,3,-2,-1.1,-3
C[C@@H]1CN([C@H](C)CO)C(=O)CCCn2nncc2CO[C@@H]1CN(C)C(=O)C1CC1,-1,-11,-2,-8,-4,7,6,-2,0.2,8
COc1ccc2c(c1)[C@H]1[C@H](CO2)[C@H](c2ccccc2)[C@]2(C)C(=O)N[C@H](C)C(=O)N12,-4,-1,2,-12,6,1,2,0,0.1,-2
CCOC(=O)c1cc2sc(C)cc2n1CC(=O)Nc1cccc(C)c1C,4,2,0,6,2,5,1,0,0.8,8
COC(=O)c1sccc1NC(=O)Cn1nnc(-c2ccccc2C)n1,-3,3,-1,9,-1,-16,3,1,0.3,-2
CCn1c(SCC(=O)OC)nc2cc(S(=O)(=O)N3CCOCC3)ccc21,-2,-6,1,3,-5,13,8,2,0.0,0
Cc1sc2ncnc(NCC(C)(C)N3CCOCC3)c2c1C,0,-3,-3,0,6,6,1,0,-0.3,3
CC/C(=N\NC(=S)Nc1cccc(C)c1)c1ccccc1,-3,-2,1,2,-13,21,3,2,-0.2,-4
Cc1cc(C(=O)CSc2n[nH]c(-c3ccccc3F)n2)c(C)n1Cc1cccs1,10*,10,6,-3,19,13,4,3,0.6,-6
CCCN1Cc2cccc(C(=O)NCc3ccc(C)cc3)c2C1=O,0,-3,0,7,-11,3,1,3,0.4,-2
COc1nc(NCCO)nc(Nc2cc(Cl)ccc2OC)n1,0,-2,0,-3,-3,-3,2,5,0.2,4
N[C@@H](C(=O)N[C@@H]1C(=O)N2C(C(=O)O)=C(Cl)CS[C@H]12)c1ccccc1,-44,-131,-40,-3,7,-2,10,7,2.1,-2
Cc1nnc(NC(=O)c2cccc(Br)c2)s1,-1,5,-7,7,12,16,-4,13,-0.1,1
C=CCNC(=O)c1ccc(NC(=O)CC2SC(N3CCCC3)=NC2=O)cc1 (stereo not drawn),3,0,0,10,1,0,0,1,0.5,-4
Cc1noc(C)c1C(=O)OCC(=O)Nc1c(F)cccc1F,-1,3,4,12,-6,2,0,1,0.1,-1
Cc1ccccc1NC(=O)CN1C(=O)NC2(CCc3ccccc32)C1=O (stereo not drawn),-3,-1,2,-13,-3,0,8,2,0.5,-11
Cc1ccc(C(=O)O/N=C(\N)Cc2cccc3ccccc23)cc1,-17,5,2,7,7,2,4,1,-0.9,-6
CC(=O)Nc1ccc(C(=O)NC(C)c2ccc(-n3ccnc3)cc2)cc1 (stereo not drawn),0,4,-1,-14,-1,-10,-1,-4,-0.1,3

# Profiles, looked up by structure.
# CC/C(=N\NC(=S)Nc1cccc(C)c1)c1ccccc1 across the screens: PLCg1 inh: -3; ADAM10 inh: -2; ADAM17 inh: 1; TDP2 inh: 2; ARFGAP1 inh: -13; ASAP1 GAP inh: 21; DDE Tn6 FP inh: 3; LEDGF integ inh: 2; KLK7 zymogen act: -0.2; DDE Tn7 FP inh: -4
# Cc1ccc2c(c1)C1CN(C)CCC1N2C(=O)COc1ccc(N(C)C(=O)c2ccccc2)cc1 (stereo not drawn) across the screens: PLCg1 inh: 3; ADAM10 inh: -4; ADAM17 inh: 1; TDP2 inh: -15; ARFGAP1 inh: 2; ASAP1 GAP inh: 1; DDE Tn6 FP inh: -6; LEDGF integ inh: 7; KLK7 zymogen act: 0.1; DDE Tn7 FP inh: -3

# The list continues:
SMILES,PLCg1 inh,ADAM10 inh,ADAM17 inh,TDP2 inh,ARFGAP1 inh,ASAP1 GAP inh,DDE Tn6 FP inh,LEDGF integ inh,KLK7 zymogen act,DDE Tn7 FP inh
COc1ccccc1CNC(=O)C1CCCN(S(=O)(=O)c2cccc3nsnc23)C1 (stereo not drawn),-3,-1,-4,-1,2,-11,-4,-3,0.2,-1
[O-]/[N+](=C\C=C\c1ccccc1)c1ccccc1,-3,3,-7,9,19,5,-7,-4,-0.3,-4
COc1ccc(CN(C(=O)CSc2nnc(-c3ccccc3C)o2)c2ccc(F)cc2)cc1,-1,7,2,5,-4,2,-3,3,-0.3,-1
CCOC(=O)c1ccc(NC(=O)Cn2nnc3ccccc32)cc1,-1,-1,-2,-11,8,4,-2,-5,0.1,5
Cc1cc(C)cc(N(CCC#N)C(=O)COC(=O)C2=COCCO2)c1,4,-7,1,-4,-1,1,-1,3,-0.6,-9
Cc1cc2cc(CNC(=O)CCC(=O)O)ccc2[nH]1,-16,-17,-5,-5,0,4,-6,1,0.7,0
CC(=O)c1c(C)nn(CC(O)COc2ccc3ccccc3c2)c1C (stereo not drawn),1,4,1,15,-8,0,-1,3,0.3,4
Nc1cc(OC(=O)c2c(F)cccc2Cl)nn1S(=O)(=O)c1ccccc1,7,28*,12*,-2,11,-25,3,5,-0.1,-6
Nc1c(C(=O)c2ccc(Cl)cc2)sc2nc3c(cc12)CCC3,-6,5,-1,-2,0,2,2,3,0.4,8
O=C1NC2(CCCCC2)C(=O)N1c1ccc(Cl)cc1,4,-3,-4,11,0,5,-6,-4,0.5,-3
O=C(NC(=S)NC(c1ccccc1)c1ccncc1)c1ccccc1 (stereo not drawn),-2,3,3,5,-9,1,-2,0,0.5,5
CNc1nc(SC)nc2ccsc12,-1,-4,-3,4,-2,3,-6,0,-0.1,-2
CC[C@H](C)C(N)c1cn(C(CCCN=C(N)N)C(=O)N2CCNCC2)nn1 (stereo partly drawn),-1,2,-4,-1,4,3,2,4,-0.2,0
CC(OC(=O)CSCC(=O)Nc1ccc(Cl)cc1)C(=O)N(C)Cc1ccccc1 (stereo not drawn),2,4,1,1,0,-7,0,1,0.7,0
O=C1CN(C(=O)c2cc3ccccc3oc2=O)C(c2ccc(F)cc2)c2cc(F)ccc2N1 (stereo not drawn),-1,-28,-4,-13,-1,4,1,-3,0.1,6
S=C1NC2=C(CCC/C2=C\c2ccccc2)C(c2ccccc2)N1 (stereo not drawn),2,8,4,-3,11,6,2,2,-0.1,-5
CCOC(=O)c1cc(C#N)c(SCC(N)=O)[nH]c1=O,-38,-57,-26,13,5,8,0,1,-0.7,4
COc1cc(C=O)ccc1OCc1c(C)noc1C,-1,0,-3,7,-3,0,1,-2,-0.3,2
CCCS(=O)(=O)N1CCN(C(=O)c2ccco2)CC1,4,0,-4,-5,0,1,-1,-1,0.1,5
Cc1occc1C(=O)N/N=C/C=C/c1ccc(N(C)C)cc1,i,-74,-42,5,10,0,-3,-1,-49,-2
CN(CC(=O)NCCc1ccc(Cl)cc1)S(=O)(=O)c1ccc2c(c1)c(=O)n(C)c(=O)n2C,0,-8,0,-2,9,-3,8,-3,0.3,4

# Compounds were not picked by outcome. About 4.2% of those tested had a hit in this group.
